# Screening results as filed in PubChem.
# Mdm2-MdmX inh: inhibitors of human Mdm2-MdmX association, primary screen, cell-based, luminescence, split luciferase, SaOS-2, uHTS; Protein Mdm4 (Homo sapiens) + E3 ubiquitin-protein ligase Mdm2 (Homo sapiens), …; SaOS-2 split-luciferase Mdm2/MdmX complementation; inhibition, % at 8 µM; 330,000 tested, 3% active;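 active = inhibition of at least 50% at 8 µM in the primary screen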
# UPR XBP1 act: activators of adaptive XBP1 UPR arm, primary screen, cell-based, CHO-XBP1 luciferase reporter, luminescence, uHTS | IRE1-XBP1 UPR activation; percent of tunicamycin response, DMSO as zero | activation, % at 20 µM | 330,000 tested, 0.33% active | AID 463104, 2010;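 active = versus positive control, 20 µM dose yields 30% or more activation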;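 also: 100% = tunicamycin at 10 µg/mL and 0% = DMSO only wells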
#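 Assay system: CHO-XBP1 luciferase reporter cells; Schedule: 6 h treatment, 37 °C; Detection: glow luminescence from Steady-Glo reagent; Benchmarks: high control tunicamycin 10 µg/mL final, low control DMSO vehicle only.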
# APJ antag: antagonists of human apelin receptor APJ, primary screen, CHO-K1 cells, beta-arrestin complementation, luminescence. P35414. inhibition, % at 20 µM. 330,000 tested, 0.32% active. AID 2521, 2010;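 active = inhibition above about 40% at 20 µM, limit read from the data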;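 also: cells challenged with 10 nM apelin-13 agonist together with compound; plate controls were apelin-13 plus DMSO wells for no effect and DMSO wells lacking apelin-13 for full effect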
# Target sequence (P35414 whole entry, looked up): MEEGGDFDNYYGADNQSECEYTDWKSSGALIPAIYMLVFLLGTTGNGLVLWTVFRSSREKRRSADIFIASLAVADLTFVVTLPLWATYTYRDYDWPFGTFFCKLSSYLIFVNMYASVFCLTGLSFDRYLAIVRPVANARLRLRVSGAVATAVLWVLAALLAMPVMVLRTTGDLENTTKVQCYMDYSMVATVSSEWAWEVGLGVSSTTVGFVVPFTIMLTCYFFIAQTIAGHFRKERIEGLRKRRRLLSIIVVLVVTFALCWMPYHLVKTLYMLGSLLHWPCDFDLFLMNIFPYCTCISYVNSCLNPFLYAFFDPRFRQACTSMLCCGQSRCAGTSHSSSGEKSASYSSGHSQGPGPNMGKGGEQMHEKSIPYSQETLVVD
# TIM10 inh: growth inhibitors of isogenic TIM10 control yeast, primary screen, counter-screen for tim10-1 yeast inhibitor project, luminescence, uHTS. S. cerevisiae TIM10 strain growth, BacTiter-Glo luminescence, 24 h. inhibition, % at 10 µM. 330,000 tested, 1.4% active. AID 463195, 2010;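 active = inhibition of 40% or more at the single tested concentration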;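 also: wild-type TIM10 isogenic control strain grown at permissive 25 °C; 0% = DMSO yeast wells and 100% = minimal medium wells without yeast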
# CXCR6 inh: CXCR6 receptor inhibitors, primary screen, cell-based, beta-arrestin, luminescence, CHO-K1 PathHunter, 1536-well; inhibition, % at 20 µM; 360,000 tested, 0.36% active; AID 602244, 2012; in the data active = inhibition above about 34%, passing the limit was not always enough;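 also: antagonist mode with CXCL16 agonist at 10 nM final; 0% = 10 nM CXCL16 with DMSO and 100% = unstimulated wells without agonist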
# Target sequence (O00574 whole entry, looked up): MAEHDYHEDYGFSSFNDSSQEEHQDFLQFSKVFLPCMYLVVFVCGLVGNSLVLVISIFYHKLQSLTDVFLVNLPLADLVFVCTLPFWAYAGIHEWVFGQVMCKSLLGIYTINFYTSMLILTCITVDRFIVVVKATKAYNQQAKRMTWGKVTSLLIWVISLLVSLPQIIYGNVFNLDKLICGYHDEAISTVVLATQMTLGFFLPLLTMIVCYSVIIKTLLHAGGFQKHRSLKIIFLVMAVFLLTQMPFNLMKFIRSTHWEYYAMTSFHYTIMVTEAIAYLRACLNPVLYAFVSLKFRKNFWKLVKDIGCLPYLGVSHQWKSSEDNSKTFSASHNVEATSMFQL
# tim23-1 inh: growth inhibitors of tim23-1 mutant yeast, primary screen, luminescence, uHTS; S. cerevisiae tim23-1 growth, BacTiter-Glo luminescence, 24 h; inhibition, % at 20 µM; 330,000 tested, 1.3% active;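 active = growth inhibition of the mutant yeast at or above 50%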;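 also: temperature-sensitive mutant grown at 25 °C; plate controls were DMSO-treated mutant yeast for no effect and medium wells lacking yeast for full effect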
# tim10-1 inh: growth inhibitors of tim10-1 mutant yeast, primary screen, luminescence, uHTS | S. cerevisiae tim10-1 ts strain growth, BacTiter-Glo, 24 h | inhibition, % at 20 µM | 330,000 tested, 2.2% active;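 active = inhibition of at least 40%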;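 also: mutant grown at 25 °C; 0% = DMSO wells with yeast and 100% = wells holding no yeast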
# UPR CHOP act: activators of apoptotic CHOP UPR arm, primary screen, cell-based, CHO-CHOP luciferase reporter, luminescence, uHTS; UPR activation; percent of tunicamycin response over DMSO baseline; activation, % at 10 µM; 330,000 tested, 0.34% active;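 active = at 10 µM dose, activation of 40% or more, normalized to positive control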;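 also: 100% = tunicamycin at 10 µg/mL and 0% = DMSO alone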
#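 assay system = CHO CHOP reporter cells | amount = 500 CHO-CHOP cells per well | buffer or medium = F12 with 10% FBS | incubation = 16-18 h cell attachment, then 6 h compound exposure, 37 °C | detection = luminescence read with Steady-Glo | read-out = percent activation relative to tunicamycin control | controls = tunicamycin high control, DMSO low control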
# APJ ag: agonists of human apelin receptor APJ, primary screen, CHO-K1 cells, PathHunter beta-arrestin, luminescence | 0% DMSO wells, 100% apelin | AID 2520, 2010 | 330,000 tested, 0.11% active | activation, % at 20 µM;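 active = activation more than six SD over the plate average, tested at 20 µM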;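 also: 0% = DMSO alone and 100% = apelin-13 at 10 nM; some results filed as inactive read as strong as hits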
#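 Material: engineered CHO-K1 APJ arrestin reporter cells; amount: 1000 CHO-K1 reporter cells seeded per well; incubation: compound stimulation 90 min at 25 °C, detection 60 min; signal: luminescent beta-gal fragment complementation, chemiluminescent substrate; read-out basis: APJ agonist activity; controls: DMSO-only wells as negative, 10 nM Apelin-13 as positive control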
# An asterisk follows results filed as active; / = not tested or not shown. This is a subset (hit frequency here may not be typical).
Molecule,UPR CHOP act,Mdm2-MdmX inh,TIM10 inh,UPR XBP1 act,tim10-1 inh,APJ ag,CXCR6 inh,APJ antag,tim23-1 inh
COc1ccccc1-c1nnc(SCC(=O)NCc2ccco2)n1N,0.9,-5,0,-1,-3,-3,-3,-4,-2
COc1ccccc1NC(=O)c1ccc2c(c1)CCN2S(C)(=O)=O,-0.1,-6,1,-1,-4,1,4,4,11
O=[N+]([O-])c1ccc(CS(=O)(=O)N2CCN(c3ccccc3)CC2)cc1,-0.8,14,-14,1,-3,1,-9,-10,1
Cc1ccc(C2NC(=S)NC3=C2C(=O)CCC3)cc1 (stereo not drawn),0.8,11,-7,0,-6,-2,0,9,3
CCC(C)NC(=O)c1cn(CC)c2cc(N3CCN(C(=O)c4ccco4)CC3)c(F)cc2c1=O (stereo not drawn),-1.8,25,11,-4,18,2,-8,4,6
O=C(NCCc1cccs1)C1CC(c2ccccc2[N+](=O)[O-])=NO1 (stereo not drawn),2.5,-54,6,6,11,-4,-11,11,10
COc1ccccc1N(CC(=O)NCC(C)C)S(=O)(=O)c1cccs1,1.9,-5,18,-2,22,0,-4,11,23
Cc1cccc(NC(=O)NCC(c2cccnc2)N2CCOCC2)c1 (stereo not drawn),4.7,14,4,0,-5,0,-5,4,9
Cc1cc(C)n(-c2ccc(NC(=O)C3CCCCN3C(=O)c3ccoc3)cc2)n1 (stereo not drawn),1.0,11,13,-2,-8,2,9,-31,5
CC(C)CC(=O)Nc1nc(=S)ss1,1.4,16,-4,0,1,-6,7,17,6
O=C(c1ccc(NS(=O)(=O)c2ccc3[nH]c(=O)[nH]c3c2)cc1)N1CCN(c2ccccc2O)CC1,0.4,8,-6,-1,-16,-2,-10,-30,-4
COCc1c(CCl)cnc(C)c1O,-0.2,8,6,-1,1,1,-2,15,10
O=[N+]([O-])c1cccc(OCCN2CCC(Cc3ccccc3)CC2)c1,-2.5,-32,-81,-5,-88,-1,-1,-9,-68
CC(CCc1ccccc1)NC(=O)COC(=O)C12CC3CC(CC(Br)(C3)C1)C2 (stereo not drawn),-0.3,-1,31,-1,25,-2,-5,-19,42
Cc1[nH]n(-c2ccc(Cl)cc2)c(=O)c1N=Nc1cccnc1,3.0,-62,-17,1,3,-6,23,16,7
CCN(CC)S(=O)(=O)c1ccc(Nc2cc(C)nc3ncnn23)cc1,-0.6,11,-9,4,7,-5,-5,19,-13
O=S(=O)(NC1c2cccc3cccc(c23)C1N1CCNCC1)c1ccccc1 (stereo not drawn),4.1,24,-26,-2,25,-3,9,16,2
CCOC(=O)c1c[nH]c2c(Cl)ccc(Cl)c2c1=O,-1.1,17,-4,-5,1,1,-4,-22,3
CC1CCC(CN2C(Nc3ccccc3)=NC[C@@H]2C)CC1 (stereo partly drawn),1.4,-27,9,-1,5,0,8,6,12
CCc1ccc(OCC(=O)Nc2cccc3c2CCCC3)cc1,0.0,3,16,3,23,-1,1,4,19
O=C(O)/C=C/C(=O)N1CCN(C(c2ccccc2)c2ccccc2)CC1,-2.9,29,1,-1,4,-1,-5,6,22
CSc1ccc(C#N)cc1NC(=O)c1ccccc1,0.4,-15,11,-2,-7,-5,2,-33,7
COc1cccc(C2C(C(N)=O)=C(C)Nc3nc(CCCO)nn32)c1 (stereo not drawn),0.9,4,-16,-3,12,-5,-5,0,-7
CC(=O)N1c2ccc(S(=O)(=O)N3CCCC(C(=O)NCc4ccccc4)C3)cc2CC1C (stereo not drawn),-2.9,16,1,-2,-1,-1,7,-3,-14

# 2 entries from above, with each value named.
SMILES: O=[N+]([O-])c1ccc(CS(=O)(=O)N2CCN(c3ccccc3)CC2)cc1
  UPR CHOP act: -0.8
  Mdm2-MdmX inh: 14
  TIM10 inh: -14
  UPR XBP1 act: 1
  tim10-1 inh: -3
  APJ ag: 1
  CXCR6 inh: -9
  APJ antag: -10
  tim23-1 inh: 1
SMILES: Cc1ccc(C2NC(=S)NC3=C2C(=O)CCC3)cc1 (stereo not drawn)
  UPR CHOP act: 0.8
  Mdm2-MdmX inh: 11
  TIM10 inh: -7
  UPR XBP1 act: 0
  tim10-1 inh: -6
  APJ ag: -2
  CXCR6 inh: 0
  APJ antag: 9
  tim23-1 inh: 3

# Carrying on.
Molecule,UPR CHOP act,Mdm2-MdmX inh,TIM10 inh,UPR XBP1 act,tim10-1 inh,APJ ag,CXCR6 inh,APJ antag,tim23-1 inh
COc1ccccc1NC(=O)CN(C)S(=O)(=O)c1cc(C)ccc1OC,-0.9,8,-6,-2,29,-1,3,14,-7
COc1ccc(C2=NOC(C(=O)NCc3ccccc3)C2)cc1 (stereo not drawn),1.9,39,2,2,2,-5,-7,-26,13
COc1ccc(-c2cc(C3CCN(c4cc(Cl)nc(N)n4)CC3)[nH]n2)cc1,4.6,18,43*,2,16,1,-16,-8,38
O=C(Nc1ccccc1)O/N=C1/CCCc2occc21,5.8,-6,6,6,22,0,0,2,16
CCCN(CCC)C(=O)c1ccc2c(c1)OCO2,3.2,13,2,0,12,5,6,2,6
CCOC(=O)c1ccccc1NC(=S)N1CC(C)CC(C)C1 (stereo not drawn),1.1,-1,22,-2,19,-3,-3,-1,32
O=[N+]([O-])c1cc(C(F)(F)F)ccc1NCC1CCCO1 (stereo not drawn),2.3,13,7,0,1,-3,5,-2,14
O=C(COC(=O)c1cccnc1Cl)Nc1ncc(Cl)cc1Cl,1.3,6,30,1,13,-1,3,9,11
Cn1nc(-c2ccccc2)c(-c2nc(-c3ccccc3Cl)no2)c1Cl,0.4,-4,27,0,20,-3,-10,0,8
Cc1ccc(N(C)C(=O)c2cc(S(=O)(=O)N3CCCCC3)c[nH]2)cc1,0.7,19,9,-1,11,-1,5,-69,17
Cc1ccc(OCCCC(=O)N2CCN(S(=O)(=O)c3cccc(F)c3)CC2)cc1,0.4,24,8,-3,22,-6,6,-60,6
CCSc1nc(N)c(C#N)c(-c2ccccc2Cl)c1C#N,-1.0,50*,-2,0,14,-4,-2,0,-8
S=C(NCc1ccco1)Nc1ccc(Br)cc1Cl,3.2,-38,34,-2,32,-6,-12,2,24
CCc1nc2sc3c(c2c(=O)n1NC(=O)CCl)CCCC3,2.3,15,-10,3,1,-3,3,14,7
O=C(Nc1cccnc1)c1cccc(S(=O)(=O)Nc2ccccc2F)c1,-0.8,-6,4,-1,7,-3,10,6,13
O=C(Nc1ccccc1)Nc1nc(-c2ccc(F)cc2)cs1,2.5,22,1,3,-6,0,-9,-9,-4
CC(C)(C)NC(=O)C(c1ccccc1)N(C(=O)C1CSC(=O)C1)c1ccccc1 (stereo not drawn),-1.5,14,7,-2,9,1,2,0,15
Cc1ccc(Cc2nc(-c3ccncc3)no2)cc1,1.6,-3,5,2,21,-1,-2,-3,9
CSc1cccc(NC(=S)N(CCCN2CCCC2)Cc2cccs2)c1,2.3,31,-11,-1,17,-5,13,6,-11
CCCn1c(N)c(N(CCOC)C(=O)c2cc3ccccc3cc2OC)c(=O)[nH]c1=O,1.0,20,7,0,2,-3,-6,20,5
Cc1csc(=O)n1CCC(=O)OCc1nnc(-c2ccc([N+](=O)[O-])cc2)o1,-0.2,-5,4,-2,24,4,-9,-34,8
CCCNC(=O)C/C(C)=N/NC(=O)COc1ccc(C)cc1Br,-0.2,4,4,-1,18,0,-3,2,4
CC(=O)N(c1ccccc1C)C1CCCC1,3.9,24,-1,1,22,1,-4,5,7
O=C(Nc1ccc(-c2ccc3nncn3n2)cc1)c1ccc(Br)o1,1.4,29,-1,-1,-13,1,-1,12,-18
CC(Nc1n[nH]c(=S)[nH]c1=O)C(=O)OCc1ccccc1 (stereo not drawn),-0.2,-9,-6,0,5,-2,7,19,3
CC(=O)Nc1cc(C(=O)N(C)Cc2ccco2)ccc1Sc1ccc(C)cc1,1.4,19,15,-2,23,-4,0,-9,28
Cc1cc2oc(C(=O)Nc3ccc(S(=O)(=O)Nc4onc(C)c4C)cc3)cc(=O)c2cc1Cl,-1.5,17,5,0,-2,-2,1,-6,12
Cc1ccc(-c2csc3nc(C)n(-n4c(C)ccc4C)c(=O)c23)o1,0.5,9,23,-4,26,-1,26,48*,13
CCCC(=O)N1c2ccccc2[C@@H](N(C(C)=O)c2ccccc2)C[C@H]1C,0.3,21,11,1,22,-5,0,5,8
Cc1c(C(=O)O)cccc1[N+](=O)[O-],-0.1,8,5,-1,-15,-1,0,9,-23
Cc1ccc2c(c1)c(C)cc(=O)n2CCC(=O)O,0.2,5,-4,-4,1,0,-7,-15,3
CCc1nc(SCC(=O)Nc2cc(C)ccc2OC)c2c(C)c(C)sc2n1,0.1,32,-8,-2,10,-3,4,-6,20
O=C(Nc1cc(Br)ccc1O)c1cc(-c2ccc3c(c2)OCO3)on1,3.6,-8,-10,12,-29,-1,-12,-10,-14
CC[C@]1(C(=O)OC)[C@H]2C(=O)N(Cc3ccccc3)C(=O)[C@H]2[C@H]2CN=C(SCc3ccc(C#N)cc3)N21,4.3,93*,-1,-2,25,/,6,/,46
O=C(COc1ccc2ccc(=O)oc2c1)NC1CCCCC1,1.2,6,-6,-2,12,1,1,2,3
CCCc1nc2sc3c(=O)[nH]cnc3c2c2c1CCCC2,0.9,7,10,1,24,-3,/,-1,23
Cc1cccc(C(=O)NC2CCN(CC(=O)NCc3cccs3)CC2)c1,2.4,13,-11,2,-19,-1,-3,0,-4
Cc1ccccc1-n1c(=O)cc(N2CCCCCC2)[nH]c1=O,1.0,2,7,0,-2,-2,-2,2,-14
N#C/C(=C\c1cn(CC(=O)O)c2ccccc12)C(=O)NCc1ccccc1,5.1,-5,4,-5,-3,-2,13,16,10
N#CC1(NC(=O)CSc2nncn2-c2ccccc2F)CCCC1,1.6,2,-2,-3,3,-2,0,0,-2
CCOc1ccc(/C=C2\N=C(c3cccs3)OC2=O)cc1OC,0.1,12,28,-1,28,-4,/,12,22
COc1cccc(-n2ccnc2SCC(=O)N2CCc3ccccc32)c1,-1.5,13,9,-1,22,-3,1,13,25
CSCCC(NC(=O)c1ccccc1)C(=O)Nc1ccc(C)cc1 (stereo not drawn),-2.5,21,-16,1,1,-1,-4,7,-2
COC(=O)Cc1c(O)ccn(Cc2ccc(Cl)c(Cl)c2)c1=O,-0.7,-2,-5,-1,-19,-3,-4,8,-13
O=C(COc1ccccc1F)NNC(=O)Cn1c(=O)cnc2ccccc21,3.7,-7,5,0,-1,-4,-1,18,7
Cc1ccsc1/C=N/NC(=O)CC(=O)NCC(C)C,0.0,15,-9,-6,-3,0,-5,-2,-10
CCCn1cnc2scc(-c3ccc(C)cc3)c2c1=O,0.1,9,-11,1,17,-3,-5,10,12
